From PubChem
Keap1 Nrf2 FP = inhibitors of human Keap1-Nrf2 protein-protein interaction; Q14145; Keap1 Kelch-Nrf2 peptide fluorescence polarization, 1536-well; inhibition, % at 9.4 µM; 340,000 compounds, 0.15% hits; AID 504523; in the data active means inhibition above about 12%;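 further: human Keap1 Kelch domain with fluorescein labeled Nrf2 9mer peptide probe; 0% = neutral control wells and 100% = peptide positive control; higher means more block of Keap1 binding to Nrf2 peptide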
Target sequence (Q14145 whole entry, looked up, the tested form may be a part): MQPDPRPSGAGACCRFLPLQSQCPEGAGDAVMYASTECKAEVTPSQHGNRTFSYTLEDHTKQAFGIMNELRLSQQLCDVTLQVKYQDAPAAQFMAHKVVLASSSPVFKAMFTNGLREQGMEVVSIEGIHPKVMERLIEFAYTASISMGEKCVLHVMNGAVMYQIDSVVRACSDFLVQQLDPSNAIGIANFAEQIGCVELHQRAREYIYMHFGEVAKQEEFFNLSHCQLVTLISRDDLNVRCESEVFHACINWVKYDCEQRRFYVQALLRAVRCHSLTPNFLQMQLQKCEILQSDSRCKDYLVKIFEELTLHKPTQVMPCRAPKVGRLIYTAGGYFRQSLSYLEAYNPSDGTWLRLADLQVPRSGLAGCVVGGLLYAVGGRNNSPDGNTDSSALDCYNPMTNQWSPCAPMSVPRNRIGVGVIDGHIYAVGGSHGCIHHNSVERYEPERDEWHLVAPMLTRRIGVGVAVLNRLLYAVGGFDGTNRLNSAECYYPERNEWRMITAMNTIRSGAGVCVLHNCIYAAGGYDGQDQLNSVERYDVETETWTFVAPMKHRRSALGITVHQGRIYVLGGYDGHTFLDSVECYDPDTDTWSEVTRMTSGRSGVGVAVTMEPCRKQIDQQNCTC
OPRM1-OPRD1 inv = mu-delta opioid heterodimer inverse agonism | inhibition, % at 9.3 µM | P35372+P41143 | AID 504357 | 340,000 compounds, 0.21% hits | cell-based MOR-DOR heterodimer luminescence; in the data active means inhibition above about 22%, passing the limit was not always enough;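 further: 0% = cells with DMSO and 100% = wells without cells with DMSO; values of inactives mirror those of a sister screen read the other way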
HTR5A inv ctr = counter-screen for OPRM1-OPRD1 inverse agonists: human HTR5A inverse agonism. P47898. HTR5A cell line, luminescence. inhibition, % at 9.3 µM. 340,000 compounds, 0.083% hits; in the data active means inhibition mostly above about 23%, no sharp cut-off; inactive means mostly below about 18%;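 further: 0% = cells with DMSO and 100% = no-cell wells with DMSO; some compounds called inactive have numbers as strong as hits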
Target sequence (P47898 whole entry, looked up): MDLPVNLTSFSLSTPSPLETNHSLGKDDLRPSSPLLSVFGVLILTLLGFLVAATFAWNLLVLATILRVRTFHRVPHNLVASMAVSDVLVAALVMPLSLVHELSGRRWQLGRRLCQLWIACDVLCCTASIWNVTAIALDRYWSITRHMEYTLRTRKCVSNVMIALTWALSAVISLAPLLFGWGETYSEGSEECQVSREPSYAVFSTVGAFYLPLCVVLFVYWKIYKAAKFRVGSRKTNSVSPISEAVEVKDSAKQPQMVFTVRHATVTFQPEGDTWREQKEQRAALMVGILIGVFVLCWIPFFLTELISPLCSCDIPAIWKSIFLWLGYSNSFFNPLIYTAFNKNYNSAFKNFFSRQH
V-ATPase pHluor = yeast V-ATPase proton transport regulation by pHLuorin | S. cerevisiae, pHLuorin cytosolic pH fluorescence | response, % at 10 µM | 350,000 compounds, 0.37% hits; in the data active means response mostly above about 7.3%, no sharp cut-off; inactive means mostly below about 5.4%; further: actives read high; inactives centre near 0; some compounds called inactive have numbers as strong as hits; reference of the scale not given here
HTR5A ag = activates human HTR5A in OPRM1-OPRD1 agonist counter-screen | P47898 | activation, % at 9.3 µM | HTR5A agonist assay, luminescence, cell-based | AID 504692 | 340,000 compounds, 0.61% hits; in the data active means activation mostly above about 9.5%, no sharp cut-off; inactive means mostly below about 7.6%;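 further: 0% = cells with vehicle only and 100% = reference agonist; strong numbers were not always called active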
C-LANA FP = blocks KSHV LANA C-terminal domain binding to DNA; MBP-C-LANA/FAM-LBS DNA binding, fluorescence polarization; 340,000 compounds, 0.078% hits; inhibition, % at 9 µM;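 active means highest replicate inhibition at or above 60% at 9 µM, even if other replicates fall short; inactive means all replicates below 60% inhibition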;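 further: 0% = neutral control wells and 100% = 4 µM acridine orange control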
cardiac RTF act = increases calcium sensitivity of human cardiac regulated thin filaments; IANBD-labeled TnC RTF fluorescence at EC20 calcium; 0% EC20 calcium, 100% full calcium; activation, % at 7.2 µM; 340,000 compounds, 0.24% hits; AID 493008;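 active means activation above the mean over all tested compounds plus 3 SD, cut at about 30% in these data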;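 further: rise in fluorescence read as greater calcium sensitivity of cardiac thin filaments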
CAL PDZ FP = inhibitors of human CAL PDZ peptide binding; inhibition, % at 24.9 µM; 300,000 compounds, 0.92% hits; Q9HD26; AID 602252; purified CAL PDZ, TMR-peptide fluorescence polarization, 1 h;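 active means mean inhibition of at least 30% with at least half of replicates also reaching 30%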;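 further: 0% = DMSO neutral control and 100% = excess unlabeled competitor peptide PRC23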
MOR-DOR ag = agonists of human mu-delta opioid receptor heterodimerization; P35372+P41143; cells, OPRM1-OPRD1 heterodimerization, luminescence; activation, % at 9.3 µM; 340,000 compounds, 0.3% hits; in the data active means activation above about 18%;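 further: 0% = vehicle-treated cells and 100% = reference agonist; values of inactives mirror those of a sister screen read the other way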
RTF Ca sens inh = cardiac RTF calcium desensitization. P19429+P45379. IANBD-labeled cardiac RTF, Ca2+ fluorescence. inhibition, % at 7.15 µM. 340,000 compounds, 0.12% hits;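 active means inhibition above the mean inhibition of all tested compounds plus 3 SD, cut at about 17% in these data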;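 further: assay run at fixed EC70 calcium of 1.6 mM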
An asterisk follows results filed as active.

`Cc1cccc(OCC(=O)N/N=C/c2sc(=O)n(Cc3cccc(C(=O)O)c3)c2Cl)c1` gave Keap1 Nrf2 FP 2, OPRM1-OPRD1 inv 13, HTR5A inv ctr 3, V-ATPase pHluor -1, HTR5A ag 2, C-LANA FP -1.0, cardiac RTF act 6, CAL PDZ FP 6, MOR-DOR ag -2.4 and RTF Ca sens inh 4.
`O=c1cc(-c2ccccc2)nc2nc(-c3ccccc3)[nH]n12` gave Keap1 Nrf2 FP -4, OPRM1-OPRD1 inv -3, HTR5A inv ctr 8, V-ATPase pHluor -1, HTR5A ag 2, C-LANA FP 1.4, cardiac RTF act 5, CAL PDZ FP 5, MOR-DOR ag 0.5 and RTF Ca sens inh -8.
`COc1ccc(C2C(C(=O)c3ccco3)=C(O)C(=O)N2CC2CCCO2)cc1` (configuration not stated) gave Keap1 Nrf2 FP -5, OPRM1-OPRD1 inv 4, HTR5A inv ctr 5, V-ATPase pHluor -6, HTR5A ag -2, C-LANA FP 2.6, cardiac RTF act 4, CAL PDZ FP -3, MOR-DOR ag -0.9 and RTF Ca sens inh -3.
COc1ccc(S(=O)(=O)N(Cc2nc3ccccc3c(=O)[nH]2)C2CCCC2)cc1 was read as Keap1 Nrf2 FP -3, OPRM1-OPRD1 inv -2, HTR5A inv ctr -30, V-ATPase pHluor -2, HTR5A ag -6, C-LANA FP 3.3, cardiac RTF act -8, CAL PDZ FP 0, MOR-DOR ag 0.3 and RTF Ca sens inh -2.
`O=S(Cc1ccc(Br)cc1)Cc1nnc(SCc2c(F)cccc2Cl)n1-c1ccccc1` (configuration not stated) gave Keap1 Nrf2 FP -2, OPRM1-OPRD1 inv 1, HTR5A inv ctr 26, V-ATPase pHluor 0, HTR5A ag 5, C-LANA FP 1.9, cardiac RTF act 7, CAL PDZ FP -4, MOR-DOR ag -0.3 and RTF Ca sens inh -6.
O=C(CC(Cc1ccccc1)c1ccco1)NC1CCCCC1 (configuration not stated) was read as Keap1 Nrf2 FP -6, OPRM1-OPRD1 inv -20, HTR5A inv ctr -27, V-ATPase pHluor -2, HTR5A ag 10, C-LANA FP 0.6, cardiac RTF act 0, CAL PDZ FP 0, MOR-DOR ag 3.4 and RTF Ca sens inh -3.
Screening O=C(Nc1cccnc1)c1ccc(F)cc1 returned Keap1 Nrf2 FP 0, OPRM1-OPRD1 inv 14, HTR5A inv ctr 3, V-ATPase pHluor -1, HTR5A ag -1, C-LANA FP -0.3, cardiac RTF act 2, CAL PDZ FP -6, MOR-DOR ag -2.6 and RTF Ca sens inh -7.
`CCc1noc(C)c1C(=O)N1CCCC(C(=O)c2cc(F)ccc2F)C1` (configuration not stated) gave Keap1 Nrf2 FP 0, OPRM1-OPRD1 inv -2, HTR5A inv ctr 12, V-ATPase pHluor -3, HTR5A ag 0, C-LANA FP -0.3, cardiac RTF act -2, CAL PDZ FP 0, MOR-DOR ag 0.3 and RTF Ca sens inh -5.
Screening CCOCCOC(=O)c1ccc(-n2cncn2)nc1 returned Keap1 Nrf2 FP -3, OPRM1-OPRD1 inv 3, HTR5A inv ctr -33, V-ATPase pHluor -8, HTR5A ag 0, C-LANA FP 1.9, cardiac RTF act -6, CAL PDZ FP -4, MOR-DOR ag -0.5 and RTF Ca sens inh 2.
`N#Cc1ccccc1NC1=CC(=O)CCC1` gave Keap1 Nrf2 FP -1, OPRM1-OPRD1 inv 12, HTR5A inv ctr 7, V-ATPase pHluor -4, HTR5A ag -1, C-LANA FP 1.7, cardiac RTF act 1, CAL PDZ FP 7, MOR-DOR ag -2.3 and RTF Ca sens inh -7.
`Cc1cccc([N+](=O)[O-])c1NC(=O)COC(=O)C1CC2CCCC(C1)C2=O` (configuration not stated) gave Keap1 Nrf2 FP 0, OPRM1-OPRD1 inv -3, HTR5A inv ctr 18, V-ATPase pHluor 1, HTR5A ag -7, C-LANA FP 0.5, cardiac RTF act 4, CAL PDZ FP -5, MOR-DOR ag 0.4 and RTF Ca sens inh -9.
CCCCn1c(N)c(N(CCC(C)C)C(=O)C2CC(=O)N(CCc3ccc(OC)c(OC)c3)C2)c(=O)[nH]c1=O (configuration not stated) was read as Keap1 Nrf2 FP 1, OPRM1-OPRD1 inv -8, HTR5A inv ctr 7, V-ATPase pHluor -3, HTR5A ag -2, C-LANA FP 1.2, cardiac RTF act -7, CAL PDZ FP -1, MOR-DOR ag 1.3 and RTF Ca sens inh 1.
`COc1ccc(S(=O)(=O)N(C)CC(=O)NCCCN2CCOCC2)cc1C` gave Keap1 Nrf2 FP -7, OPRM1-OPRD1 inv 16, HTR5A inv ctr 8, V-ATPase pHluor -1, HTR5A ag -2, C-LANA FP 0.2, cardiac RTF act 6, MOR-DOR ag -3.1 and RTF Ca sens inh -1.
`O=C(CSc1ccc2c(c1)OCCO2)NCc1ccco1` gave Keap1 Nrf2 FP -2, OPRM1-OPRD1 inv 5, HTR5A inv ctr -15, V-ATPase pHluor -5, HTR5A ag -1, C-LANA FP 0.5, cardiac RTF act -4, CAL PDZ FP -2, MOR-DOR ag -0.9 and RTF Ca sens inh 0.
COc1ccc(CC(=O)NC(C)c2nnc(SCCC(=O)Nc3ccccc3)n2C)cc1 (configuration not stated) was read as Keap1 Nrf2 FP -3, OPRM1-OPRD1 inv -2, HTR5A inv ctr -7, V-ATPase pHluor -3, HTR5A ag 2, C-LANA FP -1.1, cardiac RTF act 1, CAL PDZ FP -9, MOR-DOR ag 0.4 and RTF Ca sens inh 2.
COc1ccc(/C=N/NC(=O)CCc2nc3ccccc3[nH]2)cc1 was read as Keap1 Nrf2 FP -7, OPRM1-OPRD1 inv 13, HTR5A inv ctr 4, V-ATPase pHluor 1, HTR5A ag -4, C-LANA FP -2.1, cardiac RTF act 2, CAL PDZ FP -5, MOR-DOR ag -2.5 and RTF Ca sens inh -5.
CN1CCN(c2nc3c(c(=O)[nH]c(=O)n3C)n2CCSc2nnnn2-c2ccccc2)CC1 was read as Keap1 Nrf2 FP 4, OPRM1-OPRD1 inv -12, HTR5A inv ctr 18, V-ATPase pHluor -3, HTR5A ag -7, C-LANA FP -0.6, cardiac RTF act -3, CAL PDZ FP 0, MOR-DOR ag 2.4 and RTF Ca sens inh 2.
Screening COc1cccc(CN2CCN(Cc3cc(OC)c(OC)cc3OC)CC2)c1 returned Keap1 Nrf2 FP -3, OPRM1-OPRD1 inv 5, HTR5A inv ctr -13, V-ATPase pHluor 4, HTR5A ag 4, C-LANA FP 2.5, cardiac RTF act -1, CAL PDZ FP -4, MOR-DOR ag -1.1 and RTF Ca sens inh -13.
For O=C(Cn1nc(C(F)(F)F)c2c1CCCC2)NCc1ccco1 the results were Keap1 Nrf2 FP -3, OPRM1-OPRD1 inv 6, HTR5A inv ctr 2, V-ATPase pHluor -1, HTR5A ag -1, C-LANA FP -0.7, cardiac RTF act 3, CAL PDZ FP 0, MOR-DOR ag -1.1 and RTF Ca sens inh -3.
For CC1CCCN(C(=O)CCS(=O)(=O)Cc2ccccc2)C1 (configuration not stated) the results were Keap1 Nrf2 FP -2, OPRM1-OPRD1 inv 4, HTR5A inv ctr -8, V-ATPase pHluor -4, HTR5A ag -1, C-LANA FP 0.2, cardiac RTF act 4, MOR-DOR ag -0.7 and RTF Ca sens inh -1.
For O=S(=O)(Nc1cc(Cl)cc(Cl)c1)N1CCOCC1 the results were Keap1 Nrf2 FP -2, OPRM1-OPRD1 inv 0, HTR5A inv ctr 11, V-ATPase pHluor -2, HTR5A ag -4, C-LANA FP -0.2, cardiac RTF act -1, MOR-DOR ag 0.1 and RTF Ca sens inh -5.
CCN(C(=O)CN1C(=O)S/C(=C\c2ccc(Cl)cc2)C1=O)C1CCS(=O)(=O)C1 (configuration not stated) was read as Keap1 Nrf2 FP 0, OPRM1-OPRD1 inv 14, HTR5A inv ctr 5, V-ATPase pHluor 3, HTR5A ag -1, C-LANA FP -2.0, cardiac RTF act -3, CAL PDZ FP 0, MOR-DOR ag -2.8 and RTF Ca sens inh 1.
For Cc1cccc(-n2ncc3c(N)ncnc32)c1 the results were Keap1 Nrf2 FP 2, OPRM1-OPRD1 inv 2, HTR5A inv ctr -38, V-ATPase pHluor 4, HTR5A ag 0, C-LANA FP -0.3, cardiac RTF act 6, CAL PDZ FP -6, MOR-DOR ag -0.4 and RTF Ca sens inh -2.
COC(=O)CN1C(=O)C(O)(CC(=O)c2ccc(C)o2)c2ccccc21 (configuration not stated) was read as Keap1 Nrf2 FP -1, OPRM1-OPRD1 inv 17, HTR5A inv ctr -34, V-ATPase pHluor 3, HTR5A ag 12, C-LANA FP 1.6, cardiac RTF act -4, CAL PDZ FP -3, MOR-DOR ag -3.0 and RTF Ca sens inh 11.
For O=C(c1ccccc1Sc1cccc2ccccc12)N1CCOCC1 the results were Keap1 Nrf2 FP -2, OPRM1-OPRD1 inv 5, HTR5A inv ctr 9, V-ATPase pHluor 0, HTR5A ag -1, C-LANA FP -0.1, cardiac RTF act 6, CAL PDZ FP -3, MOR-DOR ag -0.8 and RTF Ca sens inh 0.
`CCOc1cnc(-c2ccc(OC)cc2)o1` gave Keap1 Nrf2 FP -5, OPRM1-OPRD1 inv 9, HTR5A inv ctr 2, V-ATPase pHluor -1, HTR5A ag -1, C-LANA FP 1.2, cardiac RTF act -5, CAL PDZ FP -1, MOR-DOR ag -2.2 and RTF Ca sens inh 2.
`CCOc1ccccc1NC(=O)Cn1nnc(C(=O)NCCc2ccc(OCC)c(OCC)c2)c1N` gave Keap1 Nrf2 FP 4, OPRM1-OPRD1 inv 12, HTR5A inv ctr -2, V-ATPase pHluor 6, HTR5A ag 0, C-LANA FP 0.1, cardiac RTF act -1, CAL PDZ FP -2, MOR-DOR ag -2.4 and RTF Ca sens inh 2.
O=C(O)c1cc(N/N=C/c2c[nH]c3ccccc23)ccc1Cl was read as Keap1 Nrf2 FP 0, OPRM1-OPRD1 inv -13, HTR5A inv ctr 2, V-ATPase pHluor 1, HTR5A ag -1, C-LANA FP -0.6, cardiac RTF act -9, CAL PDZ FP -1, MOR-DOR ag 2.0 and RTF Ca sens inh 10.
`O=C(c1cccnc1)N1CCN(C(=O)c2ccco2)CC1` gave Keap1 Nrf2 FP -1, OPRM1-OPRD1 inv 12, HTR5A inv ctr 20, V-ATPase pHluor -3, HTR5A ag 2, C-LANA FP -0.9, cardiac RTF act -4, CAL PDZ FP -3, MOR-DOR ag -1.9 and RTF Ca sens inh -7.

Rows are unselected, and some 2.8% of all compounds hit somewhere here.
